Shn3 inh set2: inhibitors of Schnurri-3 3'UTR reporter in osteoblasts; hit rate 0.52% among 360,000; inhibition, % at 12.5 µM; Clone20 osteoblast Shn3 3'UTR firefly luciferase, 24 h;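 active means mean inhibition of at least 75% with every replicate also reaching 75%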;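 further: 0% = median of neutral control wells and 100% = pilot-screen positive control compound; some compounds past the cut are filed as inactive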
KKLEB cytotox: counter-screen for CF NF-kB inhibitors: cytotoxicity. hit rate 0.36% among 360,000. activity change (cytotoxicity), % at 5 µM. KKLEB CF airway cells viability, ATPlite luminescence, overnight; active compounds read low; cells stimulated with P. aeruginosa culture filtrate. AID 602141;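 active means corrected activity change at or below -50% at 5 µM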
NR2E3 ag-1: agonists of human NR2E3 nuclear receptor | Q9Y5X4 | CHO-S Gal4-NCOR/VP16-NR2E3 two-hybrid, luciferase | inhibition of corepressor binding, % at 3.98 µM | hit rate 0.35% among 360,000 | AID 602229;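 active means inhibition above the mean of all tested compounds plus 3 SD, cut at about 70% in these data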;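 further: 0% = DMSO with NR2E3 transfected cells and 100% = cells lacking NR2E3 construct; higher means lower luciferase signal from less NR2E3 corepressor binding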
Target sequence (Q9Y5X4 whole entry, looked up, the tested form may be a part): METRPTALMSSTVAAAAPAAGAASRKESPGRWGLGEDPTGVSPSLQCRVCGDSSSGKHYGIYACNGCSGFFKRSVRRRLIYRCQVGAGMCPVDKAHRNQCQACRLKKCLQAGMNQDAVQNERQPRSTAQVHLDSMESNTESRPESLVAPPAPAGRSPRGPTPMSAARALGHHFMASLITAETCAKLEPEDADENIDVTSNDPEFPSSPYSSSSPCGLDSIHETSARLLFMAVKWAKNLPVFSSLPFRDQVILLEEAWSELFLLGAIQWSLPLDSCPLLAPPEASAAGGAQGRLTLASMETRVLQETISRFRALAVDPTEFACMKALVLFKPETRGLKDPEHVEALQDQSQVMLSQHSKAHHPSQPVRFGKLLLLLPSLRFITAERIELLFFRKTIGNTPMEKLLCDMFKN
TRPM1 prom inh: MITF TRPM1 promoter inhibition in SK-MEL-5 cells; SK-MEL-5 TRPM1 promoter luciferase, 24 h; inhibition, % at 12.5 µM; hit rate 0.83% among 330,000; AID 488899;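 active means mean inhibition across replicates of 60% or more, whatever share of single replicates reaches that level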; further: values of inactives mirror those of a sister screen read the other way
C8 TRAIL sens: caspase-8 TRAIL sensitization | NB7+C8 cells + TRAIL, ATPlite viability luminescence | inhibition (viability loss, TRAIL sensitization), % at 10 µM | hit rate 1% among 360,000 | AID 624354;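 active means compounds causing at least 50% loss of cell viability in the single-dose screen, relative to plate controls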
LMP1 NFkB inh: inhibitors of Epstein-Barr LMP1-induced NF-kappaB reporter; LMP1-induced NF-kappaB luciferase reporter cells, luminescence; inhibition, % at 12.5 µM; hit rate 0.69% among 350,000; in the data active means inhibition above about 41%;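 further: 0% = neutral control wells and 100% = reference inhibitor control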
NR2E3 ag-2: activates human photoreceptor nuclear receptor NR2E3; AID 2300; GST-NR2E3/biotin-RetCOR TR-FRET, 1536-well; hit rate 0.12% among 320,000; inhibition of corepressor binding, % at 4.78 µM;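 active means percent inhibition above the cutoff of mean plus 3 SD of all tested compounds, set per screening campaign, cut at about 20% in these data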;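 further: 0% = DMSO wells and 100% = biotin wells as full block of FRET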
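Material: NR2E3–RetCOR corepressor complex | Quantity: 1.35 nM GST-tagged NR2E3 final | Schedule: 5 h at 4 °C | Replication: Singlicate compound wells | Reagent: RetCOR corepressor, biotinylated, 7 nM | Controls: Biotin wells as high control, 0.6% DMSO wells as low control | Signal: TR-FRET, Eu(K)-anti-GST donor, streptavidin-D2 acceptor, ex 340, em 617/671 nm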
CF NFkB inh: inhibitors of cystic fibrosis induced NF-kB; hit rate 0.86% among 360,000; inhibition, % at 5 µM; KKLEB NF-kB-GFP reporter, PAF-induced, GFP fluorescence overnight;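 active means at least 50% inhibition at 5 µM, scaled per plate between neutral and stimulator controls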;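 further: PAF is a Pseudomonas aeruginosa culture filtrate used as stimulus; plate controls were PAF-stimulated DMSO wells for no effect and unstimulated DMSO wells for full effect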
Peg3 promoter: reduces Peg3 promoter-driven luciferase expression in HeLa; hit rate 1.7% among 360,000; HeLa PEG-Prom luciferase reporter, luminescence, overnight; AID 588405; inhibition, % at 20 µM;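 active means inhibition of at least 50% at 20 µM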
HIF-2a inh: inhibitors of HIF-2a; 786-0 RCC cells HIF-2a reporter, luciferase luminescence, overnight; inhibition, % at 18.8 µM; hit rate 0.72% among 360,000; AID 624352;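 active means inhibition of the luminescence signal of 40% or more relative to plate controls, in a single-dose primary screen at 18.75 µM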
hiPSC survival: enhancers of human iPSC single-cell survival. hiPSC single-cell survival, ATPlite luminescence; 100% = ROCK inhibitor wells, 0% = DMSO. survival enhancement, % at 20 µM. hit rate 0.044% among 360,000. AID 602274; in the data active means survival enhancement above about 18%;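 further: cells exposed to compounds for 16 hours before the ATP read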
* hit, by the source's call; · = not tested or not shown; & = joins results of further samples.

Start of the listing, in advance (twelve entries):
SMILES	Shn3 inh set2	KKLEB cytotox	NR2E3 ag-1	TRPM1 prom inh	C8 TRAIL sens	LMP1 NFkB inh	NR2E3 ag-2	CF NFkB inh	Peg3 promoter	HIF-2a inh	hiPSC survival
Cc1ccc(NC(=O)C2CCCN2S(=O)(=O)c2ccc(F)cc2)c(C)c1 (stereo not given)	-16	-8	10	13	-2	3	3	13	14	-2	-4.3
NNC(=O)c1[nH]c2ccc(Br)cc2c1-c1ccccc1	0	-1	19	-12	-9	-3	-1	-18	25	23	-0.7
O=S(=O)(c1cccs1)N1CCCCC1	-10	4	-1	·	-10	-4	·	9	0	6	0.7
CC1=C(C)CC(C(=O)Nc2ccc(C(N)=O)cc2)C(C(=O)O)C1 (stereo not given)	-4	9	1	-5	-2	2	-2	-15	-8	4	1.1
CN1CCN(S(=O)(=O)c2ccc(Br)s2)CC1	-30	-8	16	7	-24	-8	-3	-5	26	14	3.3
CC(Nc1nc(-c2ccc3c(c2)NC(=O)CO3)cs1)c1ccccc1 (stereo not given)	-18	8	-30	-28	7	-8	0	-15	-91	-159	2.4
O=C1CS(=O)(=O)N(Cc2ccccc2F)c2ccc(Br)cc21	3	2	-8	15	8	-6	·	0	-7	19	-1.4
N#C/C(=N\Nc1ccc(F)cc1)C(=N)N1CCCCC1	-123	-10	-164	-109	17	-13	0	16	-284	-291	-3.8
C=CCn1c(SCC(=O)Nc2cccnc2Cl)nnc1-c1ccc(C(C)(C)C)cc1	24	-3	-4	8	1	0	1	8	-45	-73	-0.4
O=C1CC(c2ccco2)CC(O)=C1C=NCCN1CCN(C2CC(=O)N(c3ccccc3)C2=O)CC1 (stereo not given)	-9	-2	-13	3	-8	7	·	-1	-2	19	6.8
CCOC(=O)c1c(C)c(C(=O)NCC2CCCO2)c(C)n1CC (stereo not given)	-5	-7	2	6	-1	2	3	-13	-1	-7	4.6
O=C(Nc1cccc2c1CCCC2)C1CCN(C(=O)NC2CCCCC2)CC1	4	0	2	13	24	10	2	0	9	3	-0.6

The whole of this part (from the top)
SMILES	Shn3 inh set2	KKLEB cytotox	NR2E3 ag-1	TRPM1 prom inh	C8 TRAIL sens	LMP1 NFkB inh	NR2E3 ag-2	CF NFkB inh	Peg3 promoter	HIF-2a inh	hiPSC survival
Cc1ccc(NC(=O)C2CCCN2S(=O)(=O)c2ccc(F)cc2)c(C)c1 (stereo not given)	-16	-8	10	13	-2	3	3	13	14	-2	-4.3
NNC(=O)c1[nH]c2ccc(Br)cc2c1-c1ccccc1	0	-1	19	-12	-9	-3	-1	-18	25	23	-0.7
O=S(=O)(c1cccs1)N1CCCCC1	-10	4	-1	·	-10	-4	·	9	0	6	0.7
CC1=C(C)CC(C(=O)Nc2ccc(C(N)=O)cc2)C(C(=O)O)C1 (stereo not given)	-4	9	1	-5	-2	2	-2	-15	-8	4	1.1
CN1CCN(S(=O)(=O)c2ccc(Br)s2)CC1	-30	-8	16	7	-24	-8	-3	-5	26	14	3.3
CC(Nc1nc(-c2ccc3c(c2)NC(=O)CO3)cs1)c1ccccc1 (stereo not given)	-18	8	-30	-28	7	-8	0	-15	-91	-159	2.4
O=C1CS(=O)(=O)N(Cc2ccccc2F)c2ccc(Br)cc21	3	2	-8	15	8	-6	·	0	-7	19	-1.4
N#C/C(=N\Nc1ccc(F)cc1)C(=N)N1CCCCC1	-123	-10	-164	-109	17	-13	0	16	-284	-291	-3.8
C=CCn1c(SCC(=O)Nc2cccnc2Cl)nnc1-c1ccc(C(C)(C)C)cc1	24	-3	-4	8	1	0	1	8	-45	-73	-0.4
O=C1CC(c2ccco2)CC(O)=C1C=NCCN1CCN(C2CC(=O)N(c3ccccc3)C2=O)CC1 (stereo not given)	-9	-2	-13	3	-8	7	·	-1	-2	19	6.8
CCOC(=O)c1c(C)c(C(=O)NCC2CCCO2)c(C)n1CC (stereo not given)	-5	-7	2	6	-1	2	3	-13	-1	-7	4.6
O=C(Nc1cccc2c1CCCC2)C1CCN(C(=O)NC2CCCCC2)CC1	4	0	2	13	24	10	2	0	9	3	-0.6
O=C(c1ccccc1Cl)N1CCC(N2CCC(C(=O)N3CCCC3)CC2)CC1	-21	-10	0	-9	16	0	-2	-2	-51	-62	0.0
CC(=O)[C@@]12O[C@@H]1C[C@H]1[C@@H]3CC[C@H]4C[C@@H](O)CC[C@]4(C)[C@H]3CC[C@@]12C	-15	-5	-3	0	1	-7	-5	-9	3	4	1.0
c1csc(-c2nc3ccccn3c2NC2CCCCC2)c1	-10	2	-28	2	3	-3	0	6	-5	-18	-1.8
O=C(NCc1ccco1)C1(c2ccc(Cl)cc2)CCCC1	-22	6	14	2	4	3	4	-13	13	16	0.5
Cn1c(=O)c2c(nc(SCC(=O)O)n2Cc2cc3c(cc2Cl)OCO3)n(C)c1=O	4	6	4	7	-11	-3	2	0	8	5	1.7
O=C(NCc1ccccc1)/C(=C\c1ccc(F)cc1)NC(=O)c1ccco1	1	-11	-14	·	-13	4	·	9	10	8	-3.7
Cc1cc(NC(=O)CSc2nc3c(c(=O)n2CCc2ccccc2)SC(C)C3)no1 (stereo not given)	5	1	-7	-1	-4	77*	-5	13	4	-13	-4.4
CCOc1ccc2[nH]c3c(NCCC(C)C)ncnc3c2c1	47	5	-40	-5	22	-1	·	-7	41	-59	0.4
COc1ccc(NC(=O)CSc2nnc(CNC(=O)c3ccco3)o2)c(OC)c1	9	-5	0	2	-4	-20	-3	5	6	20	0.7
COc1ccccc1/C=C1\CCC(C2CCCC2)C1=O (stereo not given)	-94	6	-27	-62	10	-18	3	-15	-149	-184	0.1
COc1cc(NC(=O)c2ccc(S(=O)(=O)N(C)c3ccccc3)cc2)cc(OC)c1	37	3	-13	15	4	-7	·	-32	21	-4	2.2
Cc1ccc(N(CC(=O)NC2CCCCC2)C(=O)CCCC(=O)Nc2ccccn2)c(C)c1	19	-9	-10	11	0	1	2	-4	-6	5	-0.3
CCc1ccccc1Cn1c(=O)oc2cccnc21	-3	10	6	9	13	-3	-1	-5	14	21	-0.4
Continuation.
SMILES	Shn3 inh set2	KKLEB cytotox	NR2E3 ag-1	TRPM1 prom inh	C8 TRAIL sens	LMP1 NFkB inh	NR2E3 ag-2	CF NFkB inh	Peg3 promoter	HIF-2a inh	hiPSC survival
CCCc1cc(=O)oc2c(CNc3ccc(OCC)cc3)c(O)ccc12	-11	-3	-2	4	-2	4	-1	53*	36	13	1.9
CCn1c(SCC(=O)NCCOC)nc2sc3c(c2c1=O)CCCC3	8	-4	-16	-9	9	-12	3	-6	16	4	0.1
COc1cc(OC)cc(C(=O)Nc2nc3ccc(S(C)(=O)=O)cc3s2)c1	-25	-10	-52	-40	18	2	0	19	-61	-183	-1.2
O=C(Nc1ccc(Cl)c(Cl)c1)Nc1ccc(N2CCCC2)c(S(=O)(=O)Nc2ccccc2Cl)c1	98*	-54*	-17	73*	33	39	-1	62*	58*	-21	2.1
COc1ccc(-c2nc(N)n(C(=O)c3ccccc3)n2)cc1	-2	-10	-11	-18	10	2	·	5	-10	-9	5.7
CCOc1ccc(NC(=O)CN2CCCC2c2cccs2)cc1S(=O)(=O)N1CCCC1 (stereo not given)	20	14	-13	5	7	1	3	-6	10	4	-0.3
S=c1[nH]nc(-c2cc(-c3ccccc3)n[nH]2)n1/N=C/c1cccs1	-49	3	-19	3	5	-19	3	-19	18	22	0.7
CC(C)(C)n1nc(Cc2cccc3ccccc23)c2c(N)ncnc21	21	1	10	14	7	27	-1	50*	44	34	0.1
Cn1c(=O)c2c(nc(Br)n2C)n(C)c1=O	12	-23	13	0	2	-1	-1	4	-2	2	5.5
CCOC(=O)c1c(NC(=O)c2ccc(S(=O)(=O)N(C)CC3CCCO3)cc2)sc2c1CC(C)(C)NC2(C)C (stereo not given)	20	-12	-10	21	27	-1	0	8	86*	17	0.0
Cc1ccc(Nc2nc(N)c([N+](=O)[O-])c(N3CCCC(C)C3)n2)cc1C (stereo not given)	43	-2	16	7	21	1	0	26	14	-23	2.1
Cc1ccccc1OCC(O)CN1CCN(c2ccc(Cl)cc2)CC1 (stereo not given)	10	0	-21	-1	-8	6	-3	-1	31	1	0.0
COCCCNC(=O)C1CC(=O)OC1c1ccc(OC)c(OC)c1 (stereo not given)	-3	9	3	6	2	-2	1	-3	13	4	-1.2
Cn1nc(-c2ccc(C(=O)Nc3cccnc3)cc2)c2ccccc2c1=O	4	-4	14	-8	-1	13	0	8	2	1	2.0
CN(C)c1ccc(-c2cccc(C3CC=CC4C3C(=O)N(Cc3ccccc3)C4c3ccc4ccccc4c3)c2)cc1 (stereo not given)	15	-18	-51	-18	16	1	0	24	-15	8	-1.6
CCOC(=O)C1=C(Nc2ccccc2)CC(C)(O)C(C(=O)OCC)C1c1ccc(Cl)cc1 (stereo not given)	17&5	-2&-3	22&-25	-12&-8	-10&13	-4&3	0	-2&-8	28&31	6&-1	1.9&-0.4
Cc1nc(N)c(C#N)c(-c2cccnc2)c1C	-7	-5	0	-5	-4	10	0	49	12	15	6.2
COc1ccc(N2CCN(CCCNC(=O)c3cc4sccc4n3C)CC2)cc1	-13	5	1	-1	15	7	1	-11	19	2	-0.8
Cc1cccc(NC(=O)COc2ccc(/C=N\n3cnnc3)cc2)c1	13	0	-4	-9	-6	4	-3	5	-14	10	-0.7
CCc1nc2ccc(C(=O)Nc3cccc(OCC(=O)N(C)C)c3)cn2c1N(CC)CCN(C)C	-1	6	16	·	1	·	·	-26	-14	-10	5.2
CC1CC(C)CN(CCCNC(=O)CCC(=O)N2CCOc3ccccc32)C1 (stereo not given)	1	0	-9	·	-7	-3	3	14	3	1	0.4
O=C(CNC(=O)c1sc2ccccc2c1Cl)OCc1ccccc1	0	12	16	3	-2	-1	1	3	-22	-11	-0.3
CCOC(=O)Cc1csc(N/N=C/c2ccc(Cl)cc2)n1	23	-5	4	7	11	49*	5	10	-82	35	0.8
CC(C)CCNC(=O)C1CC(c2ccccc2C(F)(F)F)=NO1 (stereo not given)	-1	4	-16	-4	-5	11	1	7	-12	-14	-1.7
Cc1ccc(CCNC(=O)C2CCCN(c3ncnc4c3nc3n4CCCCC3)C2)cc1 (stereo not given)	-39	20	-18	7	8	0	0	-5	7	-2	1.5
CC(Oc1ccc(Cl)cc1Cl)c1nc(-c2ccccn2)no1 (stereo not given)	-60	-6	-71	-136	2	-41	-1	-4	-254	-194	0.8
CN1C2C=C(N(CCc3c[nH]c4ccccc34)C(=O)c3ccc(Cl)cc3)CC1CC2 (stereo not given)	4	-18	5	-2	-1	5	0	9	10	3	-3.3

Compound activity from PubChem BioAssay.

Some of the compounds tested; rates above refer to the full screens.
